# Screening results from PubChem BioAssay.
# NPC1 promoter act – activators of NPC1 promoter. Huh7 NPC1 promoter luciferase reporter, 24 h. Potency, µM (series often up to 9.22 µM), inactives show at the highest dose activation, actives largely listed as activators. hit rate 2.4% among 320,000;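 further: % of control where 0% means no effect; nearly all actives have a fitted effect of over 60% in size; reporter is driven by a mutant NPC1 promoter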
#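 Compounds in DMSO were transferred onto Huh7 NPC1-luciferase reporter cells pre-incubated 2 h; after 24 h at 37 °C, Amplite reagent was dispensed and luminescence recorded 10 min later.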
# MLL CXXC-DNA inh – MLL CXXC-DNA interaction inhibition; hit rate 0.037% among 290,000; Q03164; AID 2662; MLL-CXXC / FITC-HOXA9 DNA fluorescence polarization; Potency, µM (series often up to 115 µM), inactives show top-dose activity change, negative = inhibition, actives largely listed as inhibitors; active means well fitted inhibition curve with a large enough effect in the polarisation, with a control signal flat, not every such curve was filed as active; inconclusive means small, poorly fitted or top-dose-only effect, or effect the other way, or a change in a side signal; inactive means no such curve, though single readings can be large or run the other way; the % refers to the polarisation
#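 Purified MLL-CXXC (added from a 7 uM solution) was preincubated 5 min at ambient with pinned compounds in 50 mM Tris-HCl pH 7.5, 50 mM NaCl, 1 mM DTT, 0.05% BSA. Fluorescein-labeled HOX-A9 DNA (50 nM solution) followed, 30 min, then polarization read.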
# MBNL1-CUG inh – blocks human MBNL1 binding to CUG repeat RNA; Potency, µM (doses to about 57.5 µM), inactives show at the top dose activity change, negative = inhibition, actives largely listed as inhibitors; Q9NR56; hit rate 0.036% among 280,000; TR-FRET MBNL1-His/biotin-(CUG)12 binding, 665/545 ratio; AID 2675; active means well fitted inhibition curve with a large enough effect in the signal ratio, with a control signal flat, not every such curve was filed as active; inconclusive means small, poorly fitted or top-dose-only effect, or effect the other way, or a change in a side signal; inactive means no such curve, though single readings can be large or run the other way; the % refers to the signal ratio; further: on the % scale 0 is the no-effect control and ±100 the full control effect
# Target sequence (Q9NR56 whole entry, looked up): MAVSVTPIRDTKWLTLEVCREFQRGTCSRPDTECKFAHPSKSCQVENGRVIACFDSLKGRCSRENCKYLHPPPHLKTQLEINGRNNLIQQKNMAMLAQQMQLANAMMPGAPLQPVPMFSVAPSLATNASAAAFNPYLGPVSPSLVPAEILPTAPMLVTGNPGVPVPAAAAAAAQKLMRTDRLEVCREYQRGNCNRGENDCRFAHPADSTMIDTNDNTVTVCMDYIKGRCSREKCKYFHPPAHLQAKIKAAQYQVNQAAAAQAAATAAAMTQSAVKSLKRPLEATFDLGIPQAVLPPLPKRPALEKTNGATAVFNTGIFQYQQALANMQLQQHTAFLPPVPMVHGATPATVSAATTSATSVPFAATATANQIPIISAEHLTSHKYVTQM
#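 Ratiometric TR-FRET (665 over 545 nm, excitation 340 nm) tracks disruption of MBNL1-His/biotin-(CUG)12 complex after 60 min at room temperature, with compounds at 92 nM to 58 uM final.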
# Rab9 promoter act – Rab9 promoter activation | Huh7 Rab9 promoter-luciferase reporter, luminescence, 24 h | Potency, µM (doses to about 9.22 µM), for inactives: top-dose activation, negative = inhibition, usual class: activators | hit rate 2.8% among 320,000; further: % of control where 0% means no effect; nearly all actives have a fitted effect of over 60% in size
#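 Cells were plated at 1500 per well in reduced-serum medium with 10% FBS and left 2 h. Compound in DMSO was then added for 24 h at 37 °C. Reporter signal was read by luminescence after 10 min with luciferase detection reagent.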
# ELG1 genotox – genotoxicity induction in ELG1-luciferase HEK293T cells; Potency, µM (doses to about 46 µM), for the others: at the top dose activity change, positive = activation, usual class: activators; HEK293T ELG1-luciferase reporter, luminescence, 16 h; AID 504466; hit rate 1.3% among 330,000; further: % of control where 0% means no effect; nearly all actives have a fitted effect of over 60% in size
#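 Genotoxic stress is detected as increased luminescence from luciferase-tagged ELG1 in HEK293T cells, measured with ONE-Glo after a 16 hr treatment at 37 °C.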
# p53 reactivation – re-activators of mutant p53; hit rate 0.063% among 320,000; H1299 p53-A138V BP100-luciferase reporter, luminescence, 24 h; Potency, µM (top dose mostly 92.2 µM), for inactives: at the top dose activity change, positive = activation, most hits filed as activators; further: % of control where 0% means no effect; nearly all actives have a fitted effect of over 45% in size
#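 p53-null H1299 cells stably carrying temperature-sensitive p53-A138V and a BP100-luciferase reporter were pinned with compounds (4-point, 1:5 series) and held 24 hrs at 37 deg C. Luminescence was read 10 min after detection reagent.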
# FLuc modulator – firefly luciferase modulation, counter-screen for miR-21 project; P08659; Potency, µM (doses to about 57.5 µM), for the others: at the top dose activity change, negative = inhibition, usual class: inhibitors; hit rate 6.9% among 360,000; purified FLuc, Km substrates, luminescence inhibition;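 further: plate controls were vehicle for no effect and reference inhibitor for full effect; nearly all actives have a fitted effect of over 55% in size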
#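 Biochemical qHTS of compounds, final roughly 60 µM downward over six points, against 10 nM purified firefly luciferase using Km concentrations of substrates (10 uM D-luciferin, 10 uM ATP) in Tris acetate pH 7.5 buffer; luminescence output.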
# VP16 counter – counter-screen for ROR gamma inhibitors: Gal4-VP16 reporter; Drosophila S2 Gal4-VP16 UAS-luciferase, luminescence, 20 h; hit rate 3.5% among 310,000; Potency, µM (series often up to 53.6 µM), without a hit: at the highest dose activity, negative = inhibition, most hits filed as inhibitors;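 further: Gal4-VP16 expression switched on by copper sulfate through the metallothionein promoter; on the % scale 0 is the no-effect control and ±100 the full control effect; nearly all actives have a fitted effect of over 50% in size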
# RORgamma inh – inhibitors of mouse ROR gamma transcriptional activity. Drosophila S2 Gal4-RORgamma UAS-luciferase reporter, 20 h. P51450. Potency, µM (titrated, usually from 53.6 µM), without a hit: at the top dose activity change, negative = inhibition, hits mostly inhibitors. hit rate 5.4% among 310,000; further: on the % scale 0 is the no-effect control and ±100 the full control effect; nearly all actives have a fitted effect of over 60% in size
# Target sequence (P51450 whole entry, looked up, the tested form may be a part): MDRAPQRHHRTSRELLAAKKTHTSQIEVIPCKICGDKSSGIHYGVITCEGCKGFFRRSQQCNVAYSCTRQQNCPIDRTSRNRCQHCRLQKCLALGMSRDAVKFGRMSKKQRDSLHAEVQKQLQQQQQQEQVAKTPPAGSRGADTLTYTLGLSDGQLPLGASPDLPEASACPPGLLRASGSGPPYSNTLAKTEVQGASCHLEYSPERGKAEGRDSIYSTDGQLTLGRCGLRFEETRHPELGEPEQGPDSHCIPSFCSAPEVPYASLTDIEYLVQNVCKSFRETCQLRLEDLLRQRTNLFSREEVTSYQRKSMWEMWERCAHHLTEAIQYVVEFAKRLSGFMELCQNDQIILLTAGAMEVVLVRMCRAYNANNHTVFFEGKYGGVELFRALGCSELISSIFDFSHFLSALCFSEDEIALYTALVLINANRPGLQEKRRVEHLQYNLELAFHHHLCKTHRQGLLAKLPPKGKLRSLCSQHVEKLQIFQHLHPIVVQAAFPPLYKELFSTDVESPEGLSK
#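 Using a luciferase readout, inhibitors were identified by reduced reporter activity in Drosophila cells coexpressing a copper-inducible Gal4–ROR gamma fusion and UAS-driven Photinus luciferase, incubated 20 hr after 700 uM copper sulfate.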
# uPA surface inh – blocks generation of uPA at the cell surface; cell surface uPA generation assay, qHTS; Potency, µM (doses to about 38.3 µM), without a hit: at the highest dose activity change, negative = inhibition, most hits filed as inhibitors; hit rate 0.31% among 330,000; active means well fitted inhibition curve with a large enough effect; inconclusive means small, poorly fitted or top-dose-only effect; inactive means no such curve, though single readings can be large or run the other way; tested in mouse RAW 264.7 cells; further: on the % scale 0 is the no-effect control and ±100 the full control effect; nearly all actives have a fitted effect of over 55% in size
# BRCA1 expr act – BRCA1 expression activation | Potency, µM (doses to about 46.1 µM), for the others: at the top dose activation, hits mostly activators | hit rate 1.1% among 380,000 | MCF7-BRCA1-FFLuc reporter, luminescence, 48 h; response scale: scaled: vehicle 0%, 10 µM genistein 100%; further: nearly all actives have a fitted effect of over 80% in size; some results filed as inactive show a strong effect at the top dose
#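 Quantitative HTS in MCF7 cells stably reporting BRCA1 expression via firefly luciferase. Compound treatment lasts 48 h at 37 °C in phenol-red free MEM. Activation is expressed relative to genistein at 10 microM and DMSO.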
# Numbers without * were called inactive; ? = inconclusive; . = not tested or not shown; & = joins results of further samples; [ ] = remark or other dose. Unless noted, the call rests on the fitted dose curve; in most records, active means well fitted curve in the direction sought with a large enough effect; inconclusive means small, poorly fitted or top-dose-only effect, or another doubt; inactive means no such curve, though single readings can be large; an effect the other way counts as inactive or inconclusive. Potency means the concentration at half of the fitted maximal effect. Some of the compounds tested; count on the stated rates, not on these rows.
# Screens in order: NPC1 promoter act	MLL CXXC-DNA inh	MBNL1-CUG inh	Rab9 promoter act	ELG1 genotox	p53 reactivation	FLuc modulator	VP16 counter	RORgamma inh	uPA surface inh	BRCA1 expr act
COc1ccc(CCC(=O)NCc2ccccc2OC)cc1
 : -2%	3%	-8%	0%	-1%	-3%	-2%	-7%	-10%	-10%	2%
Cn1ccnc1COc1ccc(/C=N/O)cc1
 : -2%	10%	-3%	7%	7%	.	-12%	26%	2%[1.91 µM]	8%	46%
COc1ccc(C(C)N2CC34C=CC(O3)C(C(=O)O)C4C2=O)cc1 (stereo not given)
 : .	2%	-2%	.	.	.	-2%	14%	-2%	4%	-20%
Cc1ccc(C)c2sc(N3CCN(C(=O)c4ccc([N+](=O)[O-])o4)CC3)nc12
 : -4%	.	.	-5%	-1%	2%	4%	.	.	-4%	-84%[inhibitor]
CC(C)NS(=O)(=O)c1ccc(NC(=O)C2CCCCC2)cc1
 : 1%	9%	-2%	-4%	-2%	-1%	4%	3%	34%	.	14%
O=C(COC(=O)c1cccc(O)c1)NC(=O)Cc1ccccc1
 : -7%	-5%	0%	5%	4%	?	-1%	-3%	-33%	2%	17%
Brc1ccccc1-c1nnc(CSc2nncn2-c2ccccc2)o1
 : 0%	-14%	-13%	-5%	-1%	-1%	-6%	6%	6%	0%	37%
NS(=O)(=O)c1ccc(NS(=O)(=O)c2ccc(NC(=S)Nc3ccccc3)cc2)cc1
 : 1%	12%	-16%	7%	-1%	-3%	-1%	5%	-26%	0%	15%
COc1cccc(OCC(O)CN2CCC(CN3C(=O)c4cccc5cccc(c45)C3=O)CC2)c1 (stereo not given)
 : -4%	19%	?	-11%	-8%	8%	5%	-2%	7%	-10%	0%
CC1CN(C(=O)c2cc3ccccc3cc2O)CC(C)O1 (stereo not given)
 : 0%	.	.	0%	4%	1%	4%	.	.	-1%	-17%
COc1ccc(NC(=O)CN(C)C(=O)CSc2ccc3c(c2)OCCO3)cc1
 : -3%	-5%	-5%	8%	-4%	1%	-2%	-1%	17%	0%	5%
COc1ccc(CNc2nc(SC)n[nH]2)cc1OC
 : -4%	-2%	-2%	-4%	0%	-2%	0%	1%	23%	6%	12%
Cc1ccc(C)n1-c1nnc(N2CCC(C(=O)NCCCN3CCN(C)CC3)CC2)s1
 : 1%	.	3%	1%	10%	?	-1%	-8%	-17%	-14%	5%
CCCNC(=O)c1ccc2c(c1)nc(C)n2-c1cccc(Cl)c1
 : -2%	-5%	-1%	1%	5%	13%	5%	6%	13%	?	12%
Cc1cc(-c2ccccc2)nc(N(C)NC(=O)C2CC2)c1S(C)(=O)=O
 : -3%	-3%	4%	3%	-1%	4%	-5%	-10%	-7%	-2%	-3%
CCCCCOc1ccc(CSC(=N)N)cc1[N+](=O)[O-]
 : 24%	19%	23%	2%	-1%	-40%[inhibitor]	-12%	-21%	?	-14%	-38%
O=C1NC(=S)N(C(=O)c2ccc(F)cc2)/C1=C/c1cccnc1
 : 17%	0%	-1%	13%	-2%	1%	?	1%	-11%	-11%	41%
Cc1nnc(SCC(=O)NC23CC4CC(CC(C4)C2)C3)s1
 : -2%	-6%	-6%	1%	-1%	2%	-2%	14%[10 µM]	2%	-1%	-2%
Cn1nnnc1SCC(=O)Nc1cccc(S(=O)(=O)N2CCCC2)c1
 : -4%	-4%	-1%	1%	-5%	2%	-1%	11%	20%	7%	-9%
CCOc1ccc(Cc2nnc(SCC(=O)Nc3ccc(OC)cc3)n(N)c2=O)cc1
 : 2%	.	.	-3%	12%	3%	-7%	.	.	-10%	26%
Cc1ccc(C)c(NS(=O)(=O)c2c(C)nc3sccn3c2=O)c1
 : 1%	2%	-12%	7%	2%	3%	0%	-1%	-16%	1%	2%
Cn1/c(=N/NC(=O)c2ccccc2Br)sc2ccccc21
 : ?	0%	0%	4µM*	?	4%	15µM*	?	-4%	-4%	10µM*
NC(=O)NNc1ncc(C(F)(F)F)cc1Cl
 : -2%	-4%	-4%	-1%	-2%	2%	1%	-12%	7%	-1%	-25%
CCOC(=O)c1cc(C#N)c(SC)nc1-c1ccccc1
 : -2%	4%	7%	6%	-4%	7%	3%	1%	0%	-1%	-11%
Cn1ncc(Cl)c1C(=O)Nc1sc2c(c1C(N)=O)CCC2
 : 1%	-5%	120%[activator]	-2%	0%	-2%	-1%	-13%	?	-4%	-33%
Cc1sc2nc(Cc3ccccc3)[nH]c(=O)c2c1-c1ccccc1
 : -5%	-6%	7%	-13%	1%	-1%	-1%	?	13%	4%	-2%
CCc1cccc(NC(=O)C2CCCN(S(=O)(=O)c3cccs3)C2)c1 (stereo not given)
 : -3%	8%	-11%	-3%	-18%	-5%	2%&0%	4%	23%	1%	-33%&-16%
CC(=O)Nc1sc(C)c(C)c1CN1CCN(Cc2ccccc2)CC1
 : -2%	22%	-3%	-3%	-2%	12%	0%	6%	-3%	1%	2%
O=C(CCn1ccnc1)Nc1nc2ccccc2[nH]1
 : 7%	-4%	3%	-1%	0%	5%	5%	-13%	14%	2%	-2%
O=C(NCCCl)NNC(=O)c1cc2ccccc2cc1O
 : 17%	-6%	20%	19%	11%	7%	?	-3%	-34%	-4%	-12%

# Continued; the last 3 above are carried over.
# Screens in order: NPC1 promoter act	MLL CXXC-DNA inh	MBNL1-CUG inh	Rab9 promoter act	ELG1 genotox	p53 reactivation	FLuc modulator	VP16 counter	RORgamma inh	uPA surface inh	BRCA1 expr act
CC(=O)Nc1sc(C)c(C)c1CN1CCN(Cc2ccccc2)CC1
 : -2%	22%	-3%	-3%	-2%	12%	0%	6%	-3%	1%	2%
O=C(CCn1ccnc1)Nc1nc2ccccc2[nH]1
 : 7%	-4%	3%	-1%	0%	5%	5%	-13%	14%	2%	-2%
O=C(NCCCl)NNC(=O)c1cc2ccccc2cc1O
 : 17%	-6%	20%	19%	11%	7%	?	-3%	-34%	-4%	-12%
Cc1ccc(C2CC(c3ccc(Br)cc3)=NN2C(=O)CSC2=NN3CCCC(=O)N=C3S2)cc1 (stereo not given)
 : 0%	1%	-3%	-9%	-4%	-1%	5%	14%	30%	3%	-36%
COc1ccccc1NS(=O)(=O)c1ccc(OC)c([N+](=O)[O-])c1
 : -8%	7%	24%	-4%	-1%	1%	-2%	3%	26%	1%	-13%
Cc1ccc(NC(=O)[C@H](Cc2ccccc2)NC(=O)[C@@H]2Cc3ccccc3CN2)c(C)c1
 : -3%	-3%	16%	-1%	-1%	3%	-2%	-2%	-7%	-1%	0%
O=C(/C=C/Nc1ccc(S(=O)(=O)Nc2ncccn2)cc1)c1ccc(Cl)c(Cl)c1
 : -3%	-6%	20%	2%	5%	13%	1%	-14%	?	5%	0%
Cc1ccc(C(=O)NCCCNC(=O)c2ccco2)cc1
 : 2%	25%	-5%	-1%	15%	-3%	4%	-8%	-1%	3%	-19%
CCN(CC)CC#CCC(C)(c1ccccc1)c1ccccc1
 : 0%	3%	-7%	-3%	-6%	6%	-1%	2%	-36%	.	1%
CC(=O)Nc1nc2cc(C(N)=O)ccc2s1
 : 1%	.	.	0%	5%	4%	-28%	.	.	-23%	-4%
O=C(NCCc1ccccc1)C(=O)c1c[nH]c2ccccc12
 : ?	29%	9%	?	17%	.	?	29%	?	3%	85%
O=C(CCCSc1ccccc1)Nc1cccc(CO)c1
 : 14%	4%	-2%	19%	0%	2%	-7%	-24%	-21%	6%	5%
c1ccc(CSc2ccc(-c3cccnc3)nn2)nc1
 : 4%	2%	-9%	8%	-8%	?	-15%	-6%	30%	-4%	?

# Some of these compounds in order of molar mass, low to high.
# Screens in order: NPC1 promoter act	MLL CXXC-DNA inh	MBNL1-CUG inh	Rab9 promoter act	ELG1 genotox	p53 reactivation	FLuc modulator	VP16 counter	RORgamma inh	uPA surface inh	BRCA1 expr act
c1ccc(CSc2ccc(-c3cccnc3)nn2)nc1
 : 4%	2%	-9%	8%	-8%	?	-15%	-6%	30%	-4%	?
Cc1ccc(C(=O)NCCCNC(=O)c2ccco2)cc1
 : 2%	25%	-5%	-1%	15%	-3%	4%	-8%	-1%	3%	-19%
O=C(NCCc1ccccc1)C(=O)c1c[nH]c2ccccc12
 : ?	29%	9%	?	17%	.	?	29%	?	3%	85%
